Screens deposited in PubChem BioAssay by Sanford-Burnham Center for Chemical Genomics.
Apaf-1 inh – inhibitors of human Apaf-1 apoptosome, primary screen, biochemical, DEVD-Rh110 fluorescence, uHTS; reconstituted apoptosome caspase-3 activity; inhibition, % at 20 µM; 0.71% of 330,000 active; AID 489030, 2010; active = inhibition of at least 40% at 20 µM;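 note: plate controls were DMSO wells for no effect and DEVD-CHO caspase inhibitor wells for full effect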
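Material: reconstituted apoptosome with Apaf-1, cytochrome c, caspase-9, procaspase-3, dATP. Technique: Rh110 fluorescence intensity. Buffer or medium: pH 7.5 Hepes buffer with CHAPS, BSA, DTT. Times: 30 min plus 50 min, RT.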
697 NFkB inh – inhibitors of PMA/ionomycin-induced NF-kB reporter, 697 cells, primary screen, B-cell NF-kB inhibitor project, cell-based, luminescence, uHTS | 0.33% of 330,000 active | 697 B-cell NF-kB luciferase reporter, 16 h | inhibition, % at 4 µM; in the data active = inhibition above about 35%
UBC13 polyUb – UBC13 polyubiquitin chain formation inhibitors, primary screen, biochemical, TR-FRET, uHTS | inhibition, % at 20 µM | Ubiquitin-conjugating enzyme E2 N (Homo sapiens), P61088 | 0.47% of 330,000 active | AID 485273, 2010; in the data active = inhibition above about 45%, passing the limit was not always enough
Target sequence (P61088 whole entry, looked up): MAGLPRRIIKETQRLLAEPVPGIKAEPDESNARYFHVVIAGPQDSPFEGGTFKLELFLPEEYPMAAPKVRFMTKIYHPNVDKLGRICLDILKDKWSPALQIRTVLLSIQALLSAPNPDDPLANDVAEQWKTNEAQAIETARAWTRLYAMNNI
CCR6 antagonist – CCR6 receptor antagonists, primary screen, cell-based, CHO-K1, luminescence, beta-arrestin, uHTS | C-C chemokine receptor type 6 (Homo sapiens), P51684 | CHO-K1 CCR6 PathHunter beta-arrestin, CCL20-stimulated | inhibition, % at 20 µM | 0.49% of 340,000 active | AID 493098, 2011;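 active = compounds whose inhibition of the agonist-driven luminescence signal at 20 µM reaches about 50%, limit read from the data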;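 note: cells stimulated with CCL20 at 14 nM final; plate controls were DMSO with CCL20 for no effect and DMSO without agonist for full effect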
SENP8 inh – SENP8 protease inhibitors, primary screen, biochemical, luminescence. Sentrin-specific protease 8 (Homo sapiens), Q96LD8. purified SENP8, Z-RLRGG-aminoluciferin cleavage. inhibition, % at 10 µM. 1.2% of 330,000 active. AID 2540, 2010
Target sequence (Q96LD8 whole entry, looked up): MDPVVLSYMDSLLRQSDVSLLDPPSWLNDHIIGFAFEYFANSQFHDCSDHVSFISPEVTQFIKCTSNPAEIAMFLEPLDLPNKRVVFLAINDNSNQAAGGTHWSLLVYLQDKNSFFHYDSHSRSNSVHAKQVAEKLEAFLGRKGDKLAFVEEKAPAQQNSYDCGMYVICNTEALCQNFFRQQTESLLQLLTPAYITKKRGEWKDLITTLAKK
EBI2 block – EBI2 receptor antagonists, beta-arrestin recruitment, primary screen, cell-based, luminescence, 7a,25-OHC stimulation, uHTS | 0.81% of 360,000 active | 7a,25-OHC stimulated | inhibition, % at 5 µM | AID 651636, 2012 | G-protein coupled receptor 183 (Homo sapiens), P32249; in the data active = inhibition above about 38%;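 note: enzyme fragment complementation signal reports receptor beta-arrestin coupling in cells; 0% = agonist plus DMSO wells and 100% = wells without agonist; some results beyond the cut were filed as inactive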
Target sequence (P32249 whole entry, looked up, the tested form may be a part): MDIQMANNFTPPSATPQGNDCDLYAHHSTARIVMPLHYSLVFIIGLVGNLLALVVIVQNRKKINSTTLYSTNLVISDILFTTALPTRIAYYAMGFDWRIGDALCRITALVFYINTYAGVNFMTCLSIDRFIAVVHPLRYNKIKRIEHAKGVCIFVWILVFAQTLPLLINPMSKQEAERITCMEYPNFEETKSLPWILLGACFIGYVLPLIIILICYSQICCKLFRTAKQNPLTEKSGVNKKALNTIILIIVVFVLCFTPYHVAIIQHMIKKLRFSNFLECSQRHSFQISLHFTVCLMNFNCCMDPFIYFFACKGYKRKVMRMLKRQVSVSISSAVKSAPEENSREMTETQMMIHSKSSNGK
Gli-Sufu block – Gli-Sufu pathway antagonists, primary screen, luciferase luminescence, Sufu-KO-LIGHT cells, uHTS. inhibition, % at 5 µM. Sufu-KO-LIGHT fibroblasts, Gli luciferase reporter luminescence. 0.74% of 340,000 active. AID 588413, 2011;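 active = inhibition above about 55%, limit read from the data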;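 note: 0% = DMSO-treated cells and 100% = wells with medium but no cells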
Jurkat NFkB inh – inhibitors of induced NF-kB luciferase reporter, primary screen, TCR NF-kB activation inhibitor project, cell-based, luminescence, uHTS; Jurkat, PMA/ionomycin-induced NF-kB luciferase reporter; inhibition, % at 4 µM; 0.53% of 330,000 active; AID 435003, 2010
The depositor's hits bear a star; · = no result given. Cut-off read from the data, not from the text of the source, unless noted: active = inhibition above about 50%; inactive = the rest.

nr	SMILES	697 NFkB inh	CCR6 antagonist	EBI2 block	Gli-Sufu block
1	Cc1ccccc1OCC(=O)OCC(=O)Nc1cc(S(=O)(=O)N2CCCCC2)ccc1Cl	13	0	-3	-3
2	CCOC(=O)c1ccc(N2C(=O)CC(C)(CC)CC2=O)cc1	8	-9	10	-2
3	Cc1ccc(NC(=O)CC2SCCNC2=O)cc1Cl (stereo not given)	-20	3	-7	-40
4	N#CC(C(=S)Nc1ccccc1)c1nc2ccccc2[nH]1 (stereo not given)	-3	30	2	8
5	N#CC1=C(N)OC2=C(C(=O)CCC2)C1c1ccc2c(c1)OCO2 (stereo not given)	-51	-10	-12	2
6	COc1cccc(-c2cc(C(=O)N3CCCCCC3)no2)c1	-151	26	-2	-105
7	NNC(=O)c1ccc(COCC(F)(F)C(F)F)cc1	-4	-19	7	-1
8	CCNC(=O)CC1SC(=Nc2ccc(C)c([N+](=O)[O-])c2)N(C)C1=O (stereo not given)	-2	-7	1	1
9	COc1ccccc1CN1Cc2cccc3c2[C@@H](CC1=O)[C@H](O)[C@H](O)C3	7	2	-2	8
10	Cc1ccc(S(=O)(=O)N(C)C)cc1NC(=O)CN1C(=O)NC(Cc2ccccc2)C1=O (stereo not given)	9	3	-5	-9

nr	UBC13 polyUb	SENP8 inh	Apaf-1 inh	Jurkat NFkB inh
1	-4	-2	19	3
2	-4	3	-7	2
3	10	0	5	-30
4	-18	3	1	-13
5	-8	-8	-2	-5
6	-1	48	10	-144
7	-4	-2	12	-18
8	0	2	-4	19
9	5	6	1	-3
10	-4	3	-7	13

In the list so far, these contain four or more nitrogen atoms:
nr	SMILES	697 NFkB inh	CCR6 antagonist	EBI2 block	Gli-Sufu block
4	N#CC(C(=S)Nc1ccccc1)c1nc2ccccc2[nH]1 (stereo not given)	-3	30	2	8
8	CCNC(=O)CC1SC(=Nc2ccc(C)c([N+](=O)[O-])c2)N(C)C1=O (stereo not given)	-2	-7	1	1
10	Cc1ccc(S(=O)(=O)N(C)C)cc1NC(=O)CN1C(=O)NC(Cc2ccccc2)C1=O (stereo not given)	9	3	-5	-9

nr	UBC13 polyUb	SENP8 inh	Apaf-1 inh	Jurkat NFkB inh
4	-18	3	1	-13
8	0	2	-4	19
10	-4	3	-7	13

Additional compounds
nr	SMILES	697 NFkB inh	CCR6 antagonist	EBI2 block	Gli-Sufu block
11	COC(=O)C1=C(O)/C(=C\c2ccc(OCC(=O)Nc3ccc(OC)cc3)cc2)N=C1C	-17	-5	3	-4
12	COc1ccccc1CNC(=O)CN1C(=O)NC2(CCCCCC2)C1=O	16	-2	-1	-5
13	O=C(Nc1ccc2c(c1)OCO2)c1cccc(F)c1	-43	1	2	-53
14	CC(=O)c1ccc(OCCCOc2cccc3cccnc23)cc1	-19	6	-10	7
15	COc1ccc(-c2nc3c(c(=O)n(C)c(=O)n3C)n2CC2CC(c3ccccc3)=NO2)cc1OC (stereo not given)	-4	7	-25	-12
16	O=C(NC1CCCCCC1)c1ccc(CS(=O)(=O)Cc2ccccc2F)o1	-3	7	4	-1
17	Cc1ccc2nc(-c3ccsc3)c(NC3CCCC3)n2c1	-30	18	11	-9
18	CCOc1ccc(C(=O)CCC(=O)NNC(=O)c2ccccc2O)cc1	-15	12	10	-13
19	O=C1NC(c2ccccc2)CCO1 (stereo not given)	6	9	-9	-7
20	COc1ccc(OC)c(-c2cc(C3CCN(c4cc(Cl)nc(N)n4)CC3)[nH]n2)c1	-27	-3	11	6

nr	UBC13 polyUb	SENP8 inh	Apaf-1 inh	Jurkat NFkB inh
11	-1	6	9	16
12	4	-5	0	-6
13	2	46	-3	-77
14	4	-12	13	-2
15	3	3	3	43
16	8	-3	5	15
17	26	-1	-13	-26
18	3	-7	3	-7
19	-4	1	3	15
20	30	0	20	21

(continued)
nr	SMILES	697 NFkB inh	CCR6 antagonist	EBI2 block	Gli-Sufu block
21	Cc1cc(C(=O)NNC(=O)c2ccc(NC(=O)CC#N)cc2)c(C)o1	12	4	-8	-2
22	CCCc1nnc(NC(=O)CCC(=O)N2CCN(S(=O)(=O)c3ccc(F)cc3)CC2)s1	15	4	-7	10
23	C=CCn1c(-c2ccc(N)cc2)nc2ccccc21	-83	22	-4	-13
24	O=C(NCc1ccccc1)c1ccc(CS(=O)(=O)Cc2ccccc2F)o1	17	7	1	-1
25	COc1ccccc1NS(=O)(=O)c1cccc(NC(=O)Nc2ccc(Cl)cc2)c1	-11	3	28	-13
26	Cc1ccc2c(c1)N(C(=O)CCC(=O)NC1CCCCCC1)CC(C)O2 (stereo not given)	-1	-3	1	5
27	Cc1cc(C)cc(NC(=O)C2C3C=CC4(O3)C2C(=O)N(CCN2CCCCC2)C4C(=O)NC2CCCCC2)c1 (stereo not given)	5	9	-13	-5
28	CCCN1C(=O)c2cc(C(=O)O)ccc2C1O (stereo not given)	-12	1	3	-4
29	O=C(N1CCCCCC1)N1CCN(C(=O)N2CCCCC2)CC1	-14	4	-7	-5
30	COc1ccc(C[C@](C)(N)C(=O)O)cc1OC	1	0	3	-5

nr	UBC13 polyUb	SENP8 inh	Apaf-1 inh	Jurkat NFkB inh
21	1	12	-5	-1
22	3	4	-10	-1
23	4	-1	8	-50
24	8	10	-11	13
25	0	5	26	-5
26	2	7	-6	-10
27	0	9	0	20
28	1	-5	14	-20
29	3	1	-6	4
30	9	15	-8	-3

Further records follow.
nr	SMILES	697 NFkB inh	CCR6 antagonist	EBI2 block	Gli-Sufu block
31	Cc1nc2nc(-c3cccnc3)[nH]n2c(=O)c1Cc1ccccc1	-5	1	-16	1
32	CC(=O)NS(=O)(=O)c1ccc(NC(=O)CC(C)c2ccccc2)cc1 (stereo not given)	20	7	9	-3
33	Cc1ccc(NC(=O)C2CCCN2C(=O)NC2CCCCC2)c(C)c1 (stereo not given)	-25	15	-13	3
34	CN(C)c1ccc(C(CNS(=O)(=O)c2ccc([N+](=O)[O-])cc2)N2CCCC2)cc1 (stereo not given)	-7	0	-7	11
35	CS(=O)(=O)N1CCN(Cc2ccc(C(F)(F)F)cc2)CC1	-13	8	0	3
36	O=c1ccnc(S/C=C/c2ccccc2)[nH]1	-25	5	-1	-4
37	CC1CN(C(=S)SCCN2Cc3ccccc3C2=O)CC(C)O1 (stereo not given)	-2	-3	7	-31
38	CC(C)c1ccc(CSc2ccc(S(=O)(=O)N3CCOCC3)cn2)cc1	-3	2	6	3
39	O=C(c1coc2ccc(O)cc12)C1CC1	3	-1	-1	10
40	CCOC(=O)[C@@H]1[C@H]2COc3ccccc3[C@@H]2N2C(=O)N(c3cccc(F)c3)C(=O)[C@]12C	5	10	-4	1

nr	UBC13 polyUb	SENP8 inh	Apaf-1 inh	Jurkat NFkB inh
31	-2	-10	23	7
32	1	0	12	-12
33	-2	0	3	0
34	3	-7	14	-11
35	-16	-10	7	8
36	2	71*	-20	2
37	10	-4	-11	11
38	0	-12	7	-9
39	8	3	-1	-17
40	3	4	8	11

(list continues)
nr	SMILES	697 NFkB inh	CCR6 antagonist	EBI2 block	Gli-Sufu block
41	CCCc1cc(=O)[nH]c(SC/C=C/c2ccccc2)n1	-2	-6	3	6
42	Fc1cccc(Cl)c1CSc1ccc(-c2ccco2)nn1	-6	5	3	·
43	CC(C)NC(=O)NC(=O)CSc1ccccc1F	7	-15	-2	1
44	CCOC(=O)c1cnc2c(ccc3ccccc32)c1NCCN(C)C	-29	21	11	12
45	Cc1nc(SCc2ccccc2)c(C(F)(F)F)c(=O)[nH]1	-55	-2	-1	-5
46	COc1ccc(-c2ccc(CCC(=O)O)n2NC(=O)c2ccc(O)cc2)cc1	17	6	1	-7
47	O=C(Nc1nnc2n1CCS2)c1ccc(Br)o1	-9	-20	-9	5
48	CC(C)c1ccc(NC(=S)NC2CCN(Cc3ccccc3)CC2)cc1	11	11	8	36
49	NC(=O)CC(NC(=O)Cc1ccc(Br)cc1)c1ccc(NCCN2CCCCC2)c([N+](=O)[O-])c1 (stereo not given)	24	5	1	8
50	Cc1[nH]c2ccc(F)cc2c1CCN1C(=O)OC(C)(C)C1(C)O (stereo not given)	5	8	-5	1

nr	UBC13 polyUb	SENP8 inh	Apaf-1 inh	Jurkat NFkB inh
41	-9	-6	5	11
42	14	-7	8	-28
43	4	1	-5	0
44	3	-4	-4	-32
45	-9	-2	10	-4
46	5	1	2	3
47	-3	3	-4	-3
48	26	-1	-3	-6
49	-18	-3	4	-7
50	0	1	-7	-1

Other results:
nr	SMILES	697 NFkB inh	CCR6 antagonist	EBI2 block	Gli-Sufu block
51	Cc1ccc(CN2CCNC(=O)C2CC(=O)N(C)CCc2cnn(C)c2)cc1 (stereo not given)	19	5	8	3
52	C=CCN(c1ccccc1)S(=O)(=O)c1ccc(Cl)c(C(=O)OCC(=O)N(C)C2CCS(=O)(=O)C2)c1 (stereo not given)	8	20	15	-5
53	O=C(CN1CCSCC1)N/N=C/c1ccc(F)cc1	5	-30	-2	-2
54	O=C1Nc2ccccc2O/C1=C\c1ccccc1Br	21	5	9	37
55	CCOC(=O)C1=C(CC)Nc2ccccc2N=C1NC(=O)c1ccc(OC)c(S(=O)(=O)N2CCCCC2C)c1 (stereo not given)	7	-9	-5	9
56	Cn1cc([N+](=O)[O-])c(C(=O)N(Cc2ccccc2)Cc2ccccc2)n1	18	9	-2	-5
57	CC1CCCN(S(=O)(=O)c2ccc3c(c2)c(=O)nc2ccc(Cl)cn23)C1 (stereo not given)	-5	6	0	7
58	Cc1ccc(NC(=O)c2nc[nH]c2C(=O)N2CCOCC2)c(C(=O)c2ccccc2)c1	22	-1	-5	33
59	Cc1csc(SCc2c(C(=O)O)oc3ccccc23)n1	8	-7	-3	0
60	CCOC(=O)N1CCN(C(=O)CSCC(=O)Nc2nc(-c3ccccc3)cs2)CC1	3	-13	9	-14

nr	UBC13 polyUb	SENP8 inh	Apaf-1 inh	Jurkat NFkB inh
51	8	3	-7	9
52	6	-7	-19	4
53	14	-4	-23	-5
54	20	2	0	0
55	-3	3	6	9
56	-3	2	13	5
57	12	-12	18	16
58	2	1	-1	-1
59	-15	-6	15	-5
60	10	-9	17	0

Looked up by compound from above, four records:
nr	SMILES	697 NFkB inh	CCR6 antagonist	EBI2 block	Gli-Sufu block
59	Cc1csc(SCc2c(C(=O)O)oc3ccccc23)n1	8	-7	-3	0
54	O=C1Nc2ccccc2O/C1=C\c1ccccc1Br	21	5	9	37
51	Cc1ccc(CN2CCNC(=O)C2CC(=O)N(C)CCc2cnn(C)c2)cc1 (stereo not given)	19	5	8	3
56	Cn1cc([N+](=O)[O-])c(C(=O)N(Cc2ccccc2)Cc2ccccc2)n1	18	9	-2	-5

nr	UBC13 polyUb	SENP8 inh	Apaf-1 inh	Jurkat NFkB inh
59	-15	-6	15	-5
54	20	2	0	0
51	8	3	-7	9
56	-3	2	13	5

Only part of the results is shown; rates above refer to the full screens.
